GPR151 ag: activates the human receptor GPR151. Q8TDV0. 650,000 compounds, 1% hits. activation, % at 11.2 µM. AID 1508602. PathHunter beta-arrestin GPR151 cells, luminescence; in the data active = activation above about 4.9%;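 also: 0% = median of compound wells and 100% = cells with positive control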
Target sequence (Q8TDV0 whole entry, looked up): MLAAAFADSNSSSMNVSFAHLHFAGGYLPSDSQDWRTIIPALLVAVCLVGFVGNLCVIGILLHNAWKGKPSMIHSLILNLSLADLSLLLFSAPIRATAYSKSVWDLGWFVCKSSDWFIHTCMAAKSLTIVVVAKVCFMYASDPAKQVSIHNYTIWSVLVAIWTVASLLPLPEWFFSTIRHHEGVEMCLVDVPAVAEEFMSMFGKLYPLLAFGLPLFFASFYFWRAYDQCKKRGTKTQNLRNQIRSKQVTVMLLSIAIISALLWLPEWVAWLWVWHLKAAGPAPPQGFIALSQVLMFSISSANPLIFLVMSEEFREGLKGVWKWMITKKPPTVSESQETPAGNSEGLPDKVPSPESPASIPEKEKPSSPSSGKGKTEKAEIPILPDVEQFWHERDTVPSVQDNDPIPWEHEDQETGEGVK
TEAD-YAP block: TEAD-YAP interaction inhibition; HEK-TIYL cells, TEAD-Gal4/YAP UAS-luciferase luminescence; inhibition, % at 9.12 µM; 640,000 compounds, 1.4% hits; AID 1259422; in the data active = inhibition above about 32%;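 also: 0% = median of test compound wells and 100% = reference inhibitor wells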
FBW7 activator: human FBW7 E3 ligase activation, primary screen | AlphaScreen FBW7–phospho-cyclin E peptide binding, activator screen | AID 1259310 | normalized activity (activation), % at 26.1 µM | 650,000 compounds, 0.13% hits; in the data active = normalized activity above about 1.9%;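 also: purified mutant Fbw7 with reduced substrate affinity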
Target sequence (Q969H0 whole entry, looked up): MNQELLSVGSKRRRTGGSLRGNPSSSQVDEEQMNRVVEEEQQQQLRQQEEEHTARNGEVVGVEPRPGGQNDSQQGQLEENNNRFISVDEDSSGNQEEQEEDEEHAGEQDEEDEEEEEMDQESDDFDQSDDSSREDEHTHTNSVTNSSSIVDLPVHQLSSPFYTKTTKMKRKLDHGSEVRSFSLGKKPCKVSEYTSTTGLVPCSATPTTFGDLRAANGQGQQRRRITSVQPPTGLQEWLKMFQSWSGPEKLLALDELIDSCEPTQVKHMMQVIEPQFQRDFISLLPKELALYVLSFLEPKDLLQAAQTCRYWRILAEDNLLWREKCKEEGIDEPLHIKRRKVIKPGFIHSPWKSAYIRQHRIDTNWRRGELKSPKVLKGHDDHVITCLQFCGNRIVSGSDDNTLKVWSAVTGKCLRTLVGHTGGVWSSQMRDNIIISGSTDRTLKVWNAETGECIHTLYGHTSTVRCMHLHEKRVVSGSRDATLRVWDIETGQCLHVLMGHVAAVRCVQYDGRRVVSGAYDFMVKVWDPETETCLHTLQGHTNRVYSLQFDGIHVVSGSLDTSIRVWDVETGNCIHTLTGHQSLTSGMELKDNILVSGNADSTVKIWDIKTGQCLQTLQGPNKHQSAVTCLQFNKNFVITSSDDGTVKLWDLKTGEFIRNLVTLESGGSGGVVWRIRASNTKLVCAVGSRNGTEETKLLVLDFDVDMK
MITF primary: inhibitors of human MITF. AlphaScreen MITF homodimerization, bead proximity signal. inhibition, % at 2.6 µM. 650,000 compounds, 0.91% hits. AID 1259374; in the data active = inhibition above about 50%;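 also: 0% = vehicle wells with protein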
Numbers without * were called inactive.

`CCOc1ccc(NC(=O)CCC(=O)N(CC(N)=O)CC(N)=O)cc1` gave GPR151 ag -0.2, TEAD-YAP block -2.3, FBW7 activator 0.4 and MITF primary 9.0.
`COCCN(Cc1ccsc1)C(=O)NCc1ccc(Cl)cc1` gave GPR151 ag 0.1, TEAD-YAP block 3.0, FBW7 activator 0.1 and MITF primary 5.3.
For c1ccc(-c2cnc(N3CCOCC3)c3nccn23)cc1 the results were GPR151 ag 2.2, TEAD-YAP block -62.4, FBW7 activator -0.4 and MITF primary -4.5.
For COCc1ccc([C@@H]2C[C@H]3CN(c4cccc(OC)c4)C(=O)[C@]34CCCN24)o1 the results were GPR151 ag 0.1, TEAD-YAP block -3.9, FBW7 activator -0.1 and MITF primary -2.2.
`COCCN1C(=O)CC(CC(=O)N(C)C(C)C)(c2ccccc2F)C1=O` (stereo unspecified) gave GPR151 ag -1.7, TEAD-YAP block -5.6, FBW7 activator 0.6 and MITF primary 5.8.
`Cc1ccccc1-n1c(O)c(C=NCc2ccccc2F)c(=O)[nH]c1=O` gave GPR151 ag -1.6, TEAD-YAP block 1.2, FBW7 activator 0.0 and MITF primary 6.5.
Screening CN(C)CCCNC(=O)COc1ccccc1 returned GPR151 ag 0.2, TEAD-YAP block 1.1, FBW7 activator 0.1 and MITF primary 19.2.
`COC(=O)c1ccccc1NC(=O)Nc1ccc(Oc2ccccc2)cc1` gave GPR151 ag -0.9, TEAD-YAP block 8.6, FBW7 activator 0.3 and MITF primary 24.4.
`Cn1c(C(=O)N2CCCC(C(=O)NCCc3ccccc3)C2)cc2sccc21` (stereo unspecified) gave GPR151 ag -1.1, TEAD-YAP block -4.0, FBW7 activator 0.7 and MITF primary 13.1.
Screening O=C(CSc1ccc(-c2cccs2)nn1)NCc1ccc(F)cc1 returned GPR151 ag 0.3, TEAD-YAP block 1.7, FBW7 activator -0.1 and MITF primary 1.9.
Screening NS(=O)(=O)c1ccc(CCNS(=O)(=O)c2cccc(Br)c2)cc1 returned GPR151 ag 1.6, TEAD-YAP block -3.2, FBW7 activator -0.1 and MITF primary -9.7.
For COc1ccc(CCNc2ncnc3c2nc(Nc2ncccn2)n3C(C)C)cc1 the results were GPR151 ag 3.1, TEAD-YAP block 10.4, FBW7 activator 0.1 and MITF primary 4.3.
`COc1ccc(C2=NN3C(C2)c2cc(OC)ccc2OC3c2ccc(SC)cc2)cc1` (stereo unspecified) gave GPR151 ag -3.0, TEAD-YAP block -15.3, FBW7 activator -0.2 and MITF primary 20.1.
`COc1ccc(NC(=O)Nc2ccc3c(c2)OCO3)cc1` gave GPR151 ag -2.7, TEAD-YAP block -56.0, FBW7 activator 0.0 and MITF primary -1.6.
Screening COc1ccccc1-c1nc(-c2ccc(Br)o2)no1 returned GPR151 ag -3.0, TEAD-YAP block -41.6, FBW7 activator 0.1 and MITF primary -11.7.
`CCCCOC(=O)c1cccc(NC(=S)NC(=O)c2ccccc2C)c1` gave GPR151 ag 0.3, TEAD-YAP block -14.8, FBW7 activator 0.1 and MITF primary 4.8.
`COc1cc(Cl)cc(/C=C2/C(=O)NC(=O)N(c3cccc(C)c3)C2=O)c1O` gave GPR151 ag -2.0, TEAD-YAP block 3.5, FBW7 activator 0.2 and MITF primary 16.8.
`COc1cccc(-n2nc(C(=O)NCc3ccccn3)c3ccccc3c2=O)c1` gave GPR151 ag 1.0, TEAD-YAP block 20.1, FBW7 activator 0.0 and MITF primary 8.5.
`O=C(Nc1cccc(F)c1)N[C@H]1C[C@H]2C(=O)N[C@@H](Cc3ccc(Cl)cc3)C(=O)N2C1` gave GPR151 ag 0.6, TEAD-YAP block 5.4, FBW7 activator 0.2 and MITF primary 17.7.
`Cc1ccc(SCC(=O)Nc2ccc(F)c(F)c2)cc1` gave GPR151 ag -1.2, TEAD-YAP block -27.7, FBW7 activator 0.1 and MITF primary -2.9.
CCCC(=O)OCCNC(=O)c1cc2ccccc2oc1=O was read as GPR151 ag -1.0, TEAD-YAP block 1.0, FBW7 activator 0.0 and MITF primary 9.3.
For COc1ccc(C(=O)Nc2c3c(nn2-c2ccccc2)CSC3)cc1 the results were GPR151 ag -0.1, TEAD-YAP block 10.2, FBW7 activator 0.1 and MITF primary 16.8.
NC(=O)c1ccccc1N=Cc1cccc([N+](=O)[O-])c1 was read as GPR151 ag 3.6, TEAD-YAP block 9.1, FBW7 activator 1.1 and MITF primary 6.5.
Cc1cccc(NC(=O)N(C)c2ccccc2)c1 was read as GPR151 ag 0.4, TEAD-YAP block -16.8, FBW7 activator -0.1 and MITF primary 4.0.
`CCOC(=O)c1ccc(NC(=O)C2CC(=O)N(c3ccc(C)cc3)C2)cc1` (stereo unspecified) gave GPR151 ag 0.9, TEAD-YAP block -8.2, FBW7 activator 0.0 and MITF primary 9.5.
For Cc1cc(N)n(-c2ccc(Oc3ccccc3)cc2S(=O)(=O)O)n1 the results were GPR151 ag -1.1, TEAD-YAP block 5.7, FBW7 activator 1.0 and MITF primary 51.9*.
Screening COC(=O)c1c(C)cc(O)cc1O returned GPR151 ag -1.8, TEAD-YAP block -1.3, FBW7 activator 0.1 and MITF primary -1.3.
COc1ccc(Nc2nc(C)cc(C)c2C#N)cc1 was read as GPR151 ag -1.0, TEAD-YAP block -12.6, FBW7 activator -0.1 and MITF primary 2.3.
For Cc1ccc(/C=C/C(=O)NCCC(C)C)cc1 the results were GPR151 ag -1.9, TEAD-YAP block -67.7, FBW7 activator 0.0 and MITF primary -24.6.
For Cc1cccc(NC(=O)c2cnn3c2NC(c2ccco2)CC3C(F)(F)F)c1 (stereo unspecified) the results were GPR151 ag 0.5, TEAD-YAP block -26.9, FBW7 activator -0.1 and MITF primary 5.8.

Grouped by structure, the compounds so far containing four or more nitrogen atoms
`CCOc1ccc(NC(=O)CCC(=O)N(CC(N)=O)CC(N)=O)cc1` gave GPR151 ag -0.2, TEAD-YAP block -2.3, FBW7 activator 0.4 and MITF primary 9.0.
For c1ccc(-c2cnc(N3CCOCC3)c3nccn23)cc1 the results were GPR151 ag 2.2, TEAD-YAP block -62.4, FBW7 activator -0.4 and MITF primary -4.5.
For COc1ccc(CCNc2ncnc3c2nc(Nc2ncccn2)n3C(C)C)cc1 the results were GPR151 ag 3.1, TEAD-YAP block 10.4, FBW7 activator 0.1 and MITF primary 4.3.
`COc1cccc(-n2nc(C(=O)NCc3ccccn3)c3ccccc3c2=O)c1` gave GPR151 ag 1.0, TEAD-YAP block 20.1, FBW7 activator 0.0 and MITF primary 8.5.
`O=C(Nc1cccc(F)c1)N[C@H]1C[C@H]2C(=O)N[C@@H](Cc3ccc(Cl)cc3)C(=O)N2C1` gave GPR151 ag 0.6, TEAD-YAP block 5.4, FBW7 activator 0.2 and MITF primary 17.7.
For Cc1cccc(NC(=O)c2cnn3c2NC(c2ccco2)CC3C(F)(F)F)c1 (stereo unspecified) the results were GPR151 ag 0.5, TEAD-YAP block -26.9, FBW7 activator -0.1 and MITF primary 5.8.

Carrying on.
`Fc1ccccc1C1CC(c2ccc(I)cc2)Nc2nnnn21` (stereo unspecified) gave GPR151 ag -0.2, TEAD-YAP block 12.3, FBW7 activator 0.6 and MITF primary 4.7.
`CN1CCN(c2ncc(-c3ccsc3)n3ccnc23)CC1` gave GPR151 ag -0.9, TEAD-YAP block -48.8, FBW7 activator 0.1 and MITF primary 8.7.
For Cc1ccc(-n2nc3c(c2NC(=O)c2cccs2)CS(=O)(=O)C3)c(C)c1 the results were GPR151 ag -0.6, TEAD-YAP block 7.6, FBW7 activator -0.1 and MITF primary -4.2.
For CCOC(=O)CSc1nnc(NC(=O)c2ccccc2C)s1 the results were GPR151 ag -4.8, TEAD-YAP block -3.8, FBW7 activator -0.1 and MITF primary -5.9.
O=C(Nc1nc(-c2cc([N+](=O)[O-])cs2)cs1)c1ccc(Cc2ccccc2)cc1 was read as GPR151 ag 1.4, TEAD-YAP block 2.5, FBW7 activator 0.0 and MITF primary -2.5.
CCOc1ccc(NC(=O)c2ccc(Br)cc2F)cc1 was read as GPR151 ag -0.1, TEAD-YAP block -42.3, FBW7 activator 0.0 and MITF primary -19.8.
`CC(C)(C)C(=O)Nc1ccc2oc3ccc(NC(=O)C(C)(C)C)cc3c(=O)c2c1` gave GPR151 ag 0.9, TEAD-YAP block -2.1, FBW7 activator 0.0 and MITF primary 7.9.
CCOc1ccc2nc(N3CCCC(N(C)Cc4nccs4)CC3)nc(C)c2c1 (stereo unspecified) was read as GPR151 ag 0.0, TEAD-YAP block 8.1, FBW7 activator 0.6 and MITF primary 2.1.
Screening O=C(Cc1ccc(F)cc1F)NC1CCCCC1 returned GPR151 ag 0.6, TEAD-YAP block -10.1, FBW7 activator -0.1 and MITF primary -3.3.
CCC(Sc1ncnc2c1c(-c1ccccc1)cn2-c1ccc(F)cc1)C(=O)OC (stereo unspecified) was read as GPR151 ag -0.6, TEAD-YAP block -29.2, FBW7 activator -0.2 and MITF primary -3.2.
For O=C(C1COc2ccccc2O1)N1CCC(Nc2ccc3[nH]ncc3c2)CC1 (stereo unspecified) the results were GPR151 ag 0.2, TEAD-YAP block 0.4, FBW7 activator 0.2 and MITF primary 17.4.
Cc1ccc(CSCC(=O)Nc2ccc(F)cc2)cc1 was read as GPR151 ag 0.3, TEAD-YAP block -10.9, FBW7 activator -0.1 and MITF primary 3.0.
For Cc1ccc(C)c(NC(=O)CSc2nnc(Cc3cccn3C)n2C)c1 the results were GPR151 ag -0.6, TEAD-YAP block 9.9, FBW7 activator -0.2 and MITF primary -4.1.
COc1ccccc1N1CCN(C(=O)CSc2nc3ccccc3c(=O)n2CCC(=O)N2CCN(c3ccccc3)CC2)CC1 was read as GPR151 ag 0.1, TEAD-YAP block 5.2, FBW7 activator 0.2 and MITF primary 20.2.
`COC(=O)Cn1c(=NC(=O)c2ccc(OC)cc2)sc2cccc(F)c21` gave GPR151 ag -1.6, TEAD-YAP block -2.2, FBW7 activator 0.2 and MITF primary 26.6.
For Cc1cc(=O)oc2cc(NC(=S)NCCN3CCCCC3)ccc12 the results were GPR151 ag -1.6, TEAD-YAP block 5.0, FBW7 activator -0.1 and MITF primary 12.4.
CC1(C)Cc2ccccc2/C(=C/C(=O)C(=O)N/N=C/c2ccc(O)c(O)c2)N1 was read as GPR151 ag 0.7, TEAD-YAP block -17.0, FBW7 activator -0.2 and MITF primary 1.9.
For CC(=O)c1ccc(Nc2ccc(-c3ccc4c(c3)OCCO4)nn2)cc1 the results were GPR151 ag 0.1, TEAD-YAP block -49.0, FBW7 activator 0.1 and MITF primary 8.6.
For CC(=O)c1cccc(-c2ccc(/C=C3/C(=O)N(C)C(=O)C(C#N)=C3C)o2)c1 the results were GPR151 ag -0.7, TEAD-YAP block -4.2, FBW7 activator -0.1 and MITF primary -12.0.
For CCOc1cc(C2C(C(=O)OCCOc3ccccc3)=C(C)NC3=C2C(=O)CC(c2ccc(OC)cc2)C3)ccc1O (stereo unspecified) the results were GPR151 ag -0.9, TEAD-YAP block 2.9, FBW7 activator 0.4 and MITF primary 1.6.
CCOC(=O)c1nnn(CC(=O)Nc2ccc(C)cc2Cl)c1C(=O)OCC was read as GPR151 ag 0.7, TEAD-YAP block 3.0, FBW7 activator -0.1 and MITF primary 12.3.
For COc1cccc(C2C3=C(COC3=O)Nc3[nH]c(=O)n(C)c(=O)c32)c1 (stereo unspecified) the results were GPR151 ag 2.7, TEAD-YAP block -0.6, FBW7 activator -0.1 and MITF primary -2.0.
`CCOc1ccc(NS(=O)(=O)c2ccc(SC)cc2)cc1` gave GPR151 ag 2.1, TEAD-YAP block -0.7, FBW7 activator 0.0 and MITF primary -4.4.
Screening CCc1ccc(S(=O)(=O)N(C(=O)c2ccccc2)c2ccc3oc(C)c(C(C)=O)c3c2)cc1 returned GPR151 ag 1.1, TEAD-YAP block 5.9, FBW7 activator 0.0 and MITF primary 10.2.
Screening CC1CN(C2=NC(=O)/C(=C\c3ccc(Br)cc3)S2)CC(C)O1 (stereo unspecified) returned GPR151 ag -1.1, TEAD-YAP block -1.9, FBW7 activator 0.2 and MITF primary 20.0.
For c1coc(-c2cnc3ccc(NCc4cccs4)nn23)c1 the results were GPR151 ag -0.3, TEAD-YAP block 13.0, FBW7 activator -0.6 and MITF primary -21.8.
`COc1ccc(N(C)S(=O)(=O)c2ccc3c(c2)CCN3C(=O)C2CC2)c(OC)c1` gave GPR151 ag 1.1, TEAD-YAP block -3.1, FBW7 activator 0.2 and MITF primary 6.8.
`Cc1cc(C(C)(C)C)n2ncnc2n1` gave GPR151 ag -1.2, TEAD-YAP block -4.3, FBW7 activator 0.3 and MITF primary 30.2.
For C(=N\N1CCOCC1)/c1cccc(Oc2ccccc2)c1 the results were GPR151 ag 1.1, TEAD-YAP block -34.1, FBW7 activator -0.4 and MITF primary 69.7*.
For CC(=O)c1ccc(-n2nnnc2SCC(=O)NNC(=O)c2ccco2)cc1 the results were GPR151 ag 2.5, TEAD-YAP block 7.2, FBW7 activator -0.1 and MITF primary -3.0.
For O=C(Nc1ccc(F)cc1)Nc1nnc(CSCc2ccccc2)s1 the results were GPR151 ag 1.1, TEAD-YAP block 7.5, FBW7 activator 0.0 and MITF primary 5.9.
Screening O=C1CC(N(Cc2ccccc2)Cc2ccco2)C(=O)N1c1ccccc1 (stereo unspecified) returned GPR151 ag 0.4, TEAD-YAP block -10.6, FBW7 activator -0.1 and MITF primary 0.1.
Screening COc1ccccc1NC(=O)Cn1cnc2sc(C(=O)Nc3ccc(F)cc3F)c(C)c2c1=O returned GPR151 ag -0.9, TEAD-YAP block 3.7, FBW7 activator 0.1 and MITF primary 1.9.
CCc1ccc(C2CC(c3ccc(OC)cc3)Nc3nc(N)nn32)cc1 (stereo unspecified) was read as GPR151 ag 0.3, TEAD-YAP block 4.1, FBW7 activator -0.1 and MITF primary -6.7.
CC(O)C(O)[C@H]1CNc2nc(N)[nH]c(=O)c2N1 (stereo partly specified) was read as GPR151 ag -0.6, TEAD-YAP block -6.4, FBW7 activator 0.0 and MITF primary 5.1.

High-throughput results (PubChem BioAssay)
